KCC2 mod: modulates chloride dependent transport by human KCC2. KCC2 cells, thallium flux FluoZin-2 fluorescence. B-score of Tl+ flux slope (higher = more flux/activation; lower = inhibition) at 10 µM. hit rate 2.2% among 190,000. AID 1456;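 active = thallium flux slope and its plate-corrected score both differing from the plate sample mean at a set confidence after two filtering rounds, in either direction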;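 also: slope of fluorescence scaled to starting intensity during 10 to 20 s after thallium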
TNF necrop inh: inhibitors of TNF-alpha induced necroptosis in Jurkat FADD-/- cells; activation (protection from cell death), % at 10 µM; AID 463075; Jurkat FADD-/- TNF necroptosis rescue, ATP luminescence, 24 h; 0 = TNF only, 100 = no-TNF cells; hit rate 0.068% among 220,000;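 active = activation, meaning protection from cell death, of at least 50% relative to plate controls; inactive = activation below 50%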;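 also: necroptosis triggered by 40 ng/mL TNF-alpha added together with compound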
L929 necroptosis: L929 zVAD cell death inhibition; hit rate 0.38% among 220,000; L929 zVAD necroptosis rescue, ATP luminescence, 24 h; with zVAD 60 µM; AID 1377; viability rescue, % at 10 µM;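 active = activation, scaled between plate controls, above about 75%, limit read from the data; inactive = activation under that limit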;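 also: 0% = zVAD with DMSO and 100% = DMSO alone without zVAD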
thrombin 1536: blocks human thrombin protease activity; AID 1046; hit rate 0.26% among 220,000; alpha-thrombin, Boc-VPR-AMC fluorogenic substrate cleavage; inhibition, % at 5 µM; P00734;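 active = inhibition at or above 40%; inactive = inhibition below 40%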;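 also: 0% = enzyme with no compound and 100% = wells without enzyme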
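Test system: human alpha-thrombin; medium: pH 7.5 Tris-saline with Tween 20; times: reaction at room temperature; signal: AMC fluorescence at 355 nm excitation and 460 nm emission; also added: Boc-VPR-AMC substrate, 15 µM final; dosing: one concentration per compound, 5 µM, with 0.2% DMSO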
FXIa inh: inhibitors of human coagulation factor XIa | P03951 | purified FXIa, Boc-Glu-Ala-Arg-AMC fluorogenic substrate | inhibition, % at 5 µM | hit rate 0.14% among 220,000 | AID 798;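 active = inhibition of at least 40%; inactive = inhibition below 40%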;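 also: fluorescence of freed AMC excited at 355 nm; 0% = enzyme without compound and 100% = no enzyme blank; many of its hits are not listed in these tables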
Hck Nef HTS: inhibitors of human Hck kinase activated by Nef | Recombinant Hck-YEEI plus Nef, Z-Lyte FRET kinase assay | inhibition, % at 20 µM | hit rate 0.68% among 220,000;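 active = Hck-Nef kinase inhibition above about 50%, limit read from the data; inactive = inhibition below that limit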;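 also: 0% = DMSO with Hck plus Nef and 100% = Hck alone without Nef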
Target sequence (P08631 whole entry, looked up): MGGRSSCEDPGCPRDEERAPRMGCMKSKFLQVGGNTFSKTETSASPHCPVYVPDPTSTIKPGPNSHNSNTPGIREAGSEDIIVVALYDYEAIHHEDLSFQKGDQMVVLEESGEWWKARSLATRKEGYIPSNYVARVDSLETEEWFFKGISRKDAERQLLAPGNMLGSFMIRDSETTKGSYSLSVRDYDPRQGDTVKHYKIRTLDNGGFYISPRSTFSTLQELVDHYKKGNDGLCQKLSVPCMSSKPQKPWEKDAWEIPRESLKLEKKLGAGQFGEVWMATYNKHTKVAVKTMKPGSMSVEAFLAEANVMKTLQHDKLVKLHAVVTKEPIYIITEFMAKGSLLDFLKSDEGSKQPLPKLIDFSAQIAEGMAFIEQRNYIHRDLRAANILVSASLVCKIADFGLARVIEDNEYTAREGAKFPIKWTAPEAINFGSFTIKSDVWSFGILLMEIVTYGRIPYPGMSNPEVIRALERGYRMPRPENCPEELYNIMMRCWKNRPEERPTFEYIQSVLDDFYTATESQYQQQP
FXIIa inh: blocks human coagulation factor XIIa protease activity. P00748. purified FXIIa, Boc-QGR-AMC fluorogenic substrate, 2 h. inhibition, % at 5 µM. hit rate 0.3% among 220,000. AID 800; in the data active = inhibition above about 40%;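 also: 0% = enzyme with no compound and 100% = blank without enzyme; many of its hits are not listed in these tables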
Rad51 HR inh: blocks human Rad51 in homologous recombination; inhibition, % at 10 µM; hit rate 0.085% among 200,000; hRad51 DNA strand exchange, fluorescence dequenching;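 active = inhibition above 40% at the single screening dose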;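 also: 0% = DMSO control wells and 100% = blanks with heterologous ssDNA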
Target sequence (Q06609 whole entry, looked up): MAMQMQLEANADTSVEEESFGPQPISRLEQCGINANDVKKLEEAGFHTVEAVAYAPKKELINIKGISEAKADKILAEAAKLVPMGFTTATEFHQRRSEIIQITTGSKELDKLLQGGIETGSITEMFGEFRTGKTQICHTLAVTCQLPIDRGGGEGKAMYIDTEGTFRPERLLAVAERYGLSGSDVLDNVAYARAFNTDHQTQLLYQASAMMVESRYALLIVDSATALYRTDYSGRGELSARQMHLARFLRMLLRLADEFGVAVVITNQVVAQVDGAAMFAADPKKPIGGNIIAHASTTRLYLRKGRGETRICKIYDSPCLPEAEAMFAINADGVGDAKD
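Read-out basis: percent inhibition relative to plate controls and blanks / Assay system: human Rad51 nucleoprotein filaments preassembled on unlabelled ssDNA / Timing: filaments 15 min 37 °C, then compound 30 min / Control set: per-plate controls and blanks / Technique: fluorescence dequenching at 485/520 nm / Compound: 10 µM final, single point / Also added: Fluorescein- and BHQ1-tagged 47-mer duplex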
KLK5 inh: blocks human kallikrein 5 protease activity. Q9Y337. hit rate 0.59% among 210,000. recombinant hK5, fluorogenic AMC substrate cleavage. inhibition, % at 5 µM;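 active = inhibition of 40% or more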;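 also: 0% = enzyme controls without compound and 100% = no-enzyme blanks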
Target sequence (Q9Y337 67-293 limits assumed): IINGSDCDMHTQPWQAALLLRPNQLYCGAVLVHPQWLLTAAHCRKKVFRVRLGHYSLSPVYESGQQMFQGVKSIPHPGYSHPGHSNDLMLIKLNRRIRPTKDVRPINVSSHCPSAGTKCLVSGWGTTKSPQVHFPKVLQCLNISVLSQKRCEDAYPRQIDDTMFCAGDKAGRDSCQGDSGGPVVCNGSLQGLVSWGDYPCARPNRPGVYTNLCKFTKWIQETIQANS
An asterisk follows results filed as active.

Screening O=C(O)C1CCCN1C(=O)OCc1ccccc1 (stereo not drawn) returned KCC2 mod -0.27, TNF necrop inh -0.1, L929 necroptosis 1.5, thrombin 1536 0, FXIa inh -6, Hck Nef HTS 0, FXIIa inh -8, Rad51 HR inh -12 and KLK5 inh 5.
Screening CCOc1ccccc1N(C(=O)CNC(=O)c1ccco1)C(C(=O)NC(C)(C)C)c1ccncc1 (stereo not drawn) returned TNF necrop inh 1.0, L929 necroptosis -0.3, thrombin 1536 -4, FXIa inh 4, Hck Nef HTS -1, FXIIa inh 9, Rad51 HR inh 2 and KLK5 inh -21.
Screening CCCCn1c(=N)n(CC(O)COc2cccc(C)c2)c2ccccc21 (stereo not drawn) returned TNF necrop inh -1.3, L929 necroptosis 27, thrombin 1536 0, FXIa inh 4, Hck Nef HTS 3, FXIIa inh 17, Rad51 HR inh 2 and KLK5 inh -13.
CC(O/N=C/c1ccccc1OC(F)F)C(=O)Nc1cccc(S(=O)(=O)N2CCOCC2)c1 (stereo not drawn) was read as KCC2 mod -0.41, TNF necrop inh 2.4, L929 necroptosis 0.5, thrombin 1536 -7, FXIa inh 8, Hck Nef HTS -4, FXIIa inh 12, Rad51 HR inh -2 and KLK5 inh -14.
`COCCNC(=O)C(=O)NNS(=O)(=O)c1ccc2ccccc2c1` gave KCC2 mod 0.034, TNF necrop inh -0.4, L929 necroptosis 2.0, thrombin 1536 -8, FXIa inh -5, Hck Nef HTS 19, FXIIa inh 5, Rad51 HR inh 3 and KLK5 inh 0.
Screening CN1CCN(C(=O)c2ccc(S(=O)(=O)c3ccc(Br)cc3)cc2)CC1 returned KCC2 mod 0.037, TNF necrop inh 0.6, L929 necroptosis 1.4, thrombin 1536 2, FXIa inh 0, Hck Nef HTS 0, FXIIa inh 4, Rad51 HR inh 55* and KLK5 inh 0.
For COc1ccc(C[C@H]2CN3C(=NC[C@@H]3C(C)C)N2C[C@H](C)NC(=O)c2ccc(C)c(Br)c2)cc1 the results were KCC2 mod -1.5, TNF necrop inh -4.9, L929 necroptosis 0.5, thrombin 1536 0, FXIa inh 0, Hck Nef HTS -6, FXIIa inh 8, Rad51 HR inh 5 and KLK5 inh 3.
`CCN(CC(=O)NC(C)C)C(=O)[C@@H](NC(=O)c1ccco1)C(C)C` gave KCC2 mod 2.2, TNF necrop inh 1.2, L929 necroptosis 3.5, thrombin 1536 -9, FXIa inh 2, Hck Nef HTS 23, FXIIa inh 4, Rad51 HR inh -3 and KLK5 inh 1.
`COc1ccccc1C1NC(=O)CS1` (stereo not drawn) gave KCC2 mod -0.023, TNF necrop inh -0.9, L929 necroptosis -0.1, thrombin 1536 1, FXIa inh -12, Hck Nef HTS 1, FXIIa inh 19, Rad51 HR inh 4 and KLK5 inh 2.
O=C(CSc1ncn(-c2ccccc2)n1)Nc1nc2ccccc2s1 was read as KCC2 mod 4, TNF necrop inh 0.5, L929 necroptosis 0.7, thrombin 1536 2, FXIa inh 20, Hck Nef HTS -1, FXIIa inh 35, Rad51 HR inh -2 and KLK5 inh -18.
Screening CC(NC(=O)c1ccco1)C(c1cccs1)N1CCN(c2ccccc2)CC1 (stereo not drawn) returned KCC2 mod 0.19, TNF necrop inh 0.6, L929 necroptosis 2.2, thrombin 1536 1, FXIa inh 1, Hck Nef HTS -5, FXIIa inh -4, Rad51 HR inh -1 and KLK5 inh -3.
Screening N#CCSc1ncnc2c1cnn2CCO returned KCC2 mod 0.68, TNF necrop inh 3.9, L929 necroptosis -0.2, thrombin 1536 0, FXIa inh 2, Hck Nef HTS -1, FXIIa inh 15, Rad51 HR inh -3 and KLK5 inh -17.

Not a retest: an excerpt of the list.
`COc1ccccc1C1NC(=O)CS1` (stereo not drawn) gave KCC2 mod -0.023, TNF necrop inh -0.9, L929 necroptosis -0.1, thrombin 1536 1, FXIa inh -12, Hck Nef HTS 1, FXIIa inh 19, Rad51 HR inh 4 and KLK5 inh 2.
O=C(CSc1ncn(-c2ccccc2)n1)Nc1nc2ccccc2s1 was read as KCC2 mod 4, TNF necrop inh 0.5, L929 necroptosis 0.7, thrombin 1536 2, FXIa inh 20, Hck Nef HTS -1, FXIIa inh 35, Rad51 HR inh -2 and KLK5 inh -18.
Screening CC(NC(=O)c1ccco1)C(c1cccs1)N1CCN(c2ccccc2)CC1 (stereo not drawn) returned KCC2 mod 0.19, TNF necrop inh 0.6, L929 necroptosis 2.2, thrombin 1536 1, FXIa inh 1, Hck Nef HTS -5, FXIIa inh -4, Rad51 HR inh -1 and KLK5 inh -3.
Screening N#CCSc1ncnc2c1cnn2CCO returned KCC2 mod 0.68, TNF necrop inh 3.9, L929 necroptosis -0.2, thrombin 1536 0, FXIa inh 2, Hck Nef HTS -1, FXIIa inh 15, Rad51 HR inh -3 and KLK5 inh -17.

Next structures follow:
Screening Clc1ccc(C[n+]2cc(-c3ccccc3)n3c2CCC3)cc1 returned KCC2 mod 0.48, TNF necrop inh 0.8, L929 necroptosis 0.3, thrombin 1536 -5, FXIa inh 2, Hck Nef HTS 15, FXIIa inh 7, Rad51 HR inh 19 and KLK5 inh 2.
For CSCC(=O)N1CCCC(C(=O)c2cc(F)ccc2F)C1 (stereo not drawn) the results were KCC2 mod 0.014, TNF necrop inh 7.4, L929 necroptosis 0.4, thrombin 1536 1, FXIa inh 1, Hck Nef HTS -3, FXIIa inh 7 and KLK5 inh 18.
`CCOc1ccc(NC(=O)CSc2nc3ccccc3c(=O)n2Cc2cccs2)cc1` gave KCC2 mod 0.76, TNF necrop inh 0.9, L929 necroptosis 0.5, thrombin 1536 -7, FXIa inh -8, Hck Nef HTS -4, FXIIa inh 1, Rad51 HR inh 5 and KLK5 inh 2.
Cc1oc(-c2cccc(Cl)c2)nc1CN1CCC(C(=O)NCc2ccco2)CC1 was read as KCC2 mod -0.26, TNF necrop inh -3.3, L929 necroptosis 1.3, thrombin 1536 -12, FXIa inh -1, Hck Nef HTS 0, FXIIa inh 16, Rad51 HR inh -33 and KLK5 inh -7.
Screening O=C(CNC(=O)c1cccs1)NCC(=O)OCc1ccc(Cl)cc1 returned KCC2 mod -0.5, TNF necrop inh -1.0, L929 necroptosis -0.3, thrombin 1536 -5, FXIa inh -3, Hck Nef HTS 0, FXIIa inh 1, Rad51 HR inh -3 and KLK5 inh -8.
Screening Nc1c(C(=O)c2ccc(Cl)cc2)sc2nc3c(cc12)CCC3 returned KCC2 mod -0.85, TNF necrop inh 2.4, L929 necroptosis 1.2, thrombin 1536 -4, FXIa inh -6, Hck Nef HTS -1, FXIIa inh 0, Rad51 HR inh -1 and KLK5 inh -9.
Screening Cc1cc(N2CCN(S(=O)(=O)c3ccc(Cl)cc3)CC2)c2ccccc2n1 returned TNF necrop inh -7.1, L929 necroptosis -0.7, thrombin 1536 -9, FXIa inh 2, Hck Nef HTS 0, FXIIa inh 1, Rad51 HR inh 5 and KLK5 inh -1.
For CC(C)NC(=O)NC(=O)CSc1nncn1C the results were KCC2 mod 0.13, TNF necrop inh -1.1, L929 necroptosis 0.9, thrombin 1536 -1, FXIa inh -5, Hck Nef HTS 1, FXIIa inh 4 and KLK5 inh -7.
`CCc1nnc(NC(=O)c2ccc(OC)cc2)s1` gave KCC2 mod 1.3, TNF necrop inh -0.3, L929 necroptosis 0.2, thrombin 1536 5, FXIa inh -4, Hck Nef HTS 17, FXIIa inh 9, Rad51 HR inh 39 and KLK5 inh -13.
N#Cc1c(-c2ccco2)cc(-c2ccc(F)cc2)nc1N was read as KCC2 mod 0.32, TNF necrop inh -0.5, L929 necroptosis 1.1, thrombin 1536 -9, FXIa inh -10, Hck Nef HTS 10, FXIIa inh -3, Rad51 HR inh -5 and KLK5 inh -66.
`CCN1CCCC1Cn1cnc2c([nH]c3ccc(OC)cc32)c1=O` (stereo not drawn) gave KCC2 mod -0.77, TNF necrop inh 5.5, L929 necroptosis 1.6, thrombin 1536 -5, FXIa inh -4, Hck Nef HTS 15, FXIIa inh -1, Rad51 HR inh 4 and KLK5 inh -3.
For CCOc1ccc(NC(=S)NN(C)C(=S)Nc2ccc(OCC)cc2)cc1 the results were KCC2 mod 0.03, TNF necrop inh 0.3, L929 necroptosis 0.0, thrombin 1536 -1, FXIa inh 0, Hck Nef HTS 5, FXIIa inh 7 and KLK5 inh -18.
`CCN(CC)C(=O)CSc1nc2ncc(Br)cc2[nH]1` gave KCC2 mod -0.16, TNF necrop inh 0.2, L929 necroptosis 0.6, thrombin 1536 2, FXIa inh 2, Hck Nef HTS -1, FXIIa inh 13, Rad51 HR inh -4 and KLK5 inh -3.
Screening COCCn1c(SC(C)C(=O)Nc2ccc(Cl)cn2)nnc1-c1ccncc1 (stereo not drawn) returned KCC2 mod 1, TNF necrop inh 0.1, L929 necroptosis 1.7, thrombin 1536 0, FXIa inh 1, Hck Nef HTS -5, Rad51 HR inh 7 and KLK5 inh 3.
C/C=C/c1ccc(OCC(=O)OCC)c(OC)c1 was read as KCC2 mod 0.83, TNF necrop inh 0.5, L929 necroptosis 1.6, thrombin 1536 -4, FXIa inh -4, Hck Nef HTS -11, FXIIa inh 6, Rad51 HR inh 8 and KLK5 inh -1.
`O=C1C(=O)N(CCCn2ccnc2)C(c2cccnc2)/C1=C(/O)c1ccc(Br)cc1` (stereo not drawn) gave KCC2 mod -0.32, TNF necrop inh -1.1, L929 necroptosis 0.8 and Hck Nef HTS -1.
`Cc1ccccc1C(=O)Nc1ccccc1Sc1ccccc1` gave KCC2 mod -0.88, TNF necrop inh -4.3, L929 necroptosis 0.1, thrombin 1536 3, FXIa inh 11, Hck Nef HTS -1, FXIIa inh 18, Rad51 HR inh -9 and KLK5 inh -3.
Screening CC(C)(C)C(=O)CSc1nc(N)cc(=O)[nH]1 returned KCC2 mod 0.039, TNF necrop inh 0.6, L929 necroptosis 1.3, thrombin 1536 -2, FXIa inh 1, Hck Nef HTS 7 and FXIIa inh 8.
Screening N#CC1=C(SCC(=O)NC2CC2)NC(=O)C(C#N)C12CCCCC2 (stereo not drawn) returned TNF necrop inh -0.1, L929 necroptosis 0.9, thrombin 1536 -1, FXIa inh 8, Hck Nef HTS 2, FXIIa inh 29, Rad51 HR inh -7 and KLK5 inh 6.
For Cc1ccc(N2C(N)=C(C#N)C3(C(=O)N(C)c4ccccc43)C3=C2CC(C)(C)CC3=O)cc1Cl (stereo not drawn) the results were KCC2 mod 1.9, TNF necrop inh -0.6, L929 necroptosis -0.9, thrombin 1536 3, FXIa inh -20, Hck Nef HTS 1, FXIIa inh 10, Rad51 HR inh -6 and KLK5 inh 9.
CC(C)c1ccc(NC(=O)C2CC(=O)N=C(N)S2)cc1 (stereo not drawn) was read as KCC2 mod -0.4, TNF necrop inh -1.7, L929 necroptosis -0.2, thrombin 1536 -3, FXIa inh 4, Hck Nef HTS 9, FXIIa inh 16, Rad51 HR inh 8 and KLK5 inh -2.
For COc1ccc2cc(C#N)c(SCC(=O)N3CC(=O)Nc4ccccc43)nc2c1 the results were KCC2 mod 1.7, TNF necrop inh 3.0, L929 necroptosis 0.1, thrombin 1536 -2, FXIa inh -1, Hck Nef HTS 31, FXIIa inh 6, Rad51 HR inh -26 and KLK5 inh 0.

High-throughput results as filed in PubChem.

Some of the compounds tested, so the mix of outcomes need not match the whole.
